# NTR1 agonist: NTR1-driven beta-arrestin-GFP spot formation – imaging, U2OS cells, high content, primary screen (AID 493036). P30989. agonist mode. activation, % at 20 µM. 330,000 tested, 0.17% active;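 active = activation at or above 40% of the spot to cytoplasm intensity ratio, with at least 20 cells analyzed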;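 also: 0% = DMSO without peptide and 100% = 100 nM NTR1 peptide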
# Target sequence (P30989 whole entry, looked up): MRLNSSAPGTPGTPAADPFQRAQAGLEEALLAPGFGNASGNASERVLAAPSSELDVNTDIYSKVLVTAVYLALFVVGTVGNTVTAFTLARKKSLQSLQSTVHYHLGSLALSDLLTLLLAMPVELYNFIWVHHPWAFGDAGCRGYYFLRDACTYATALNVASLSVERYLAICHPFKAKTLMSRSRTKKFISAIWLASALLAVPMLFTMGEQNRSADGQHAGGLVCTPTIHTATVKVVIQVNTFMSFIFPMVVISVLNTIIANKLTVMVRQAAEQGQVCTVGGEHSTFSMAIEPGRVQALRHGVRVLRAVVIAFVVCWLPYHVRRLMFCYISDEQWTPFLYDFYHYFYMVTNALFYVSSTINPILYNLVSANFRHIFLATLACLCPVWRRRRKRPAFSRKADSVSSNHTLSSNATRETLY
# RSV CPE inhibition: inhibition of RSV-induced cytopathic effect – HEp-2 cells, primary 10 µM value included (AID 2391); HEp-2 cells, RSV-induced CPE inhibition; higher % means a stronger effect; 310,000 tested, 0.13% active; one-dose CPE inhibition, % at 10 µM; IC50 in µM for titrated hits; in the data active = a potency from the dose series; also: strong numbers were not always called active
# West Nile virus CPE: inhibition of WNV-induced cytopathic effect – cell-based, CPE readout (AID 1621). West Nile virus-infected cells, CPE inhibition; higher % means a stronger effect. one-dose CPE inhibition, % at 10 µM; IC50 in µM for titrated hits. 290,000 tested, 0.02% active; in the data active = a potency from the dose series; also: strong numbers were not always called active
# K1F lysis inhibition: protection from phage-mediated lysis, alamar blue read-out – E. coli UTI89, K1F phage, bacterial capsule biogenesis inhibitors (AID 488966); E. coli UTI89 K1F phage lysis, alamar blue, 2 h; higher % means a stronger effect; inhibition, % at 100 µM, or IC50 in µM where a hit was titrated; 340,000 tested, 0.02% active;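 active = phage lysis inhibition, versus mean bacterial control, above a set limit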;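 also: capsule biogenesis inhibitors block K1F phage lysis so surviving cells raise fluorescence; higher fluorescence means more inhibition of phage lysis; actives were called in the ten point dose series up to 300 µM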
# PhoP inhibition: PhoP-dependent GFP reporter repression – Salmonella Typhimurium, primary screen (AID 1863); S. Typhimurium PhoP-regulated promoter GFP reporter, 4 h; higher % means a stronger effect; inhibition, % at 50 µM; hits with a dose series show IC50 in µM; 300,000 tested, 0.16% active;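 active = inhibition over 29.93%, a cutoff 3 SD above the screen mean, later confirmed by dose response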;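 also: 0% = low Mg2+ inducing control and 100% = high Mg2+ repressing control; strong numbers were not always called active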
# Dengue-2 NS5 capping: flavivirus cap methylation enzyme inhibition – biochemical, confirmation dose response, primary screen (AID 588689). one-dose inhibition, % at 25 µM; IC50 in µM for titrated hits. 340,000 tested, 0.3% active. Dengue-2 NS5 methyltransferase capping enzyme assay, biochemical; higher % means a stronger effect; in the data active = a potency from the dose series
# Large T inhibition: SV40 large T antigen inhibitors, biochemical (AID 1903); SV40 large T antigen ATPase/helicase inhibition assay; higher % means a stronger effect; one-dose inhibition, % at 20 µM; IC50 in µM for titrated hits; 310,000 tested, 0.39% active; in the data active = a potency from the dose series; also: strong numbers were not always called active
# Rac1 GTP hydrolysis: MgcRacGAP GTPase-activating activity inhibitors, confirmation, biochemical, ADP Hunter fluorescence | MgcRacGAP-stimulated Rac1 GTP hydrolysis, ADP Hunter fluorescence; higher % means a stronger effect; GST-tagged Rac1 F28L mutant substrate | inhibition, % at 30 µM; hits with a dose series show IC50 in µM | AID 624330 | 340,000 tested, 0.6% active;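 active = first-screen hits whose inhibition reached a set limit at any dose in the follow-up dose series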;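 also: fluorescence reports GDP produced by GAP-driven GTP hydrolysis; strong numbers were not always called active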
# T cell modulator: T cell immune modulators affecting CD8 T cell-vesicle binding. 2C CD8+ T cell-vesicle binding, flow cytometry; hits give low values. calls only at 7 µM. 330,000 tested, 0.068% active;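 active = response, share of CD8 T cells binding vesicles, and their 90th percentile fluorescence all below set limits, cut at about 80% in these data, passing the limit was not always enough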
#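 Material: murine 2C transgenic CD8+ T lymphocytes / Also added: QL9-peptide-loaded Drosophila micro-vesicles bearing Ld, ICAM-1 and B7-1 / Schedule: binding step 1.5 h, 37 °C, antibody labelling 20 min, ice / Signal: flow cytometry, PE anti-B7-1 (FL2) versus Alexa647 anti-CD8 (FL8), PFA-fixed / Evaluation: percent CD8+ FL2 mean versus row control / Benchmarks: naked versus QL9-loaded vesicles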
# T cell modulator vesicle-bound %: also measured in T cell modulator; calls as there; double positive events, %; measured here: CD8+ vesicle-bound cell fraction;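 binding gate set so that unloaded-vesicle control wells show 10% double positive cells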
# NTR1 agonist cell count 20 µM: also measured in NTR1 agonist; calls as there; cell count; measured here: cell count, cytotoxicity flag
# Active calls of the source: *; i = inactive; · = not tested or not shown; [ ] = dose if it differs, or a comment.
1: O=C(O)C1CSC2(CCN(Cc3ccccc3)CC2)N1 (centres undefined)
2: O=C(NCc1ccccc1Cl)c1ccc(S(=O)(=O)N2CCCC2)cc1
3: N#Cc1ccccc1NC(=O)CC1c2ccccc2Oc2ccccc21
4: O=C(Nc1cccc2ccccc12)C(=O)C1C(=O)Nc2ccccc21 (centres undefined)
5: CCS(=O)(=O)c1ccc2c(c1)N(S(=O)(=O)c1ccccc1)CC(C(=O)O)O2 (centres undefined)
6: CC1C(=O)N2CCCc3cc(S(=O)(=O)Nc4ccccc4F)cc1c32 (centres undefined)
7: O=C(Nc1cccs1)Nc1c(F)c(F)cc(F)c1F
8: CN(CCc1cn[nH]c1)Cc1nc(Cc2ccccc2F)no1

Screen / compound no.	1	2	3	4	5	6	7	8
NTR1 agonist	-0.6	-1.6	-1.2	1.6	-1.3	0.2	-2.1	-0.8
NTR1 agonist cell count 20 µM	82	46	65	61	91	68	70	101
RSV CPE inhibition	·	1.0%	1.4%	-1.7%	3.6%	-1.7%	5.9%	2.2%
West Nile virus CPE	0.1%	·	-1.2%	0.3%	-0.1%	·	-0.9%	0.0%
K1F lysis inhibition	4.3%	0.0%[50 µM]	0.7%	0.8%	0.7%	1.3%[50 µM]	0.0%	0.0%
PhoP inhibition	3%	·	-14%	-13%	10%	3%	5%	2%
Dengue-2 NS5 capping	6%	-4%	-1%	4%	-6%	-5%	-3%	-14%
Large T inhibition	5%	·	0%	21%	-4%	11%	9%	53%
Rac1 GTP hydrolysis	6%	6%	7%	16%	6%	4%	5%	6%
T cell modulator	·	i	i	i	i	i	i	i
T cell modulator vesicle-bound %	·	16	39	38	25	47	44	53

# Compounds shown so far that have a carbonyl joined to an NH by a bond outside any ring:
2: O=C(NCc1ccccc1Cl)c1ccc(S(=O)(=O)N2CCCC2)cc1
3: N#Cc1ccccc1NC(=O)CC1c2ccccc2Oc2ccccc21
4: O=C(Nc1cccc2ccccc12)C(=O)C1C(=O)Nc2ccccc21 (centres undefined)
7: O=C(Nc1cccs1)Nc1c(F)c(F)cc(F)c1F

Screen / compound no.	2	3	4	7
NTR1 agonist	-1.6	-1.2	1.6	-2.1
NTR1 agonist cell count 20 µM	46	65	61	70
RSV CPE inhibition	1.0%	1.4%	-1.7%	5.9%
West Nile virus CPE	·	-1.2%	0.3%	-0.9%
K1F lysis inhibition	0.0%[50 µM]	0.7%	0.8%	0.0%
PhoP inhibition	·	-14%	-13%	5%
Dengue-2 NS5 capping	-4%	-1%	4%	-3%
Large T inhibition	·	0%	21%	9%
Rac1 GTP hydrolysis	6%	7%	16%	5%
T cell modulator	i	i	i	i
T cell modulator vesicle-bound %	16	39	38	44

# (listing goes on)
9: Cc1cccc([N+](=O)[O-])c1C(=O)O
10: C/C(=N\NC(=O)c1ccccc1NC(=O)c1ccc(Cl)cc1)c1ccncc1
11: O=c1c(Oc2ccccc2Br)c(C(F)(F)F)oc2c(CN3CCCC3)c(O)ccc12
12: C[N+]12CCCCC1C(COC(=O)c1ccc3c(c1)OCO3)CCC2 (centres undefined)
13: CCn1c(SCC(=O)NNC(=O)c2ccc(OC)cc2)nnc1-c1ccco1
14: O=C1C=C(c2cccc3c2Oc2ccccc2S3)C[C@@H](c2ccc(Cl)cc2)C1
15: COc1cc(Cl)ccc1OCc1cc(C(=O)N2C[C@H]3CC[C@H]2C3)no1
16: Cc1ccc([N+](=O)[O-])cc1Nc1nc(N2CCOCC2)nc(N2CCOCC2)n1

Screen / compound no.	9	10	11	12	13	14	15	16
NTR1 agonist	-1.0	3.1	0.8	-0.6	-0.2	5.5	2.8	-0.5
NTR1 agonist cell count 20 µM	54	83	94	52	98	48	61	36
RSV CPE inhibition	1.6%	-2.6%	-0.1%	0.5%	-0.3%	4.4%	2.4%	9.5%
West Nile virus CPE	·	-1.9%	-0.5%	·	0.1%	·	-0.6%	0.0%
K1F lysis inhibition	-0.8%	-0.3%	0.2%	-2.1%	-0.9%	0.8%	2.6%[50 µM]	-0.1%
PhoP inhibition	·	5%	-1%	-13%	0%	·	4%	3%
Dengue-2 NS5 capping	-9%	7%	-5%	-4%	1%	-1%	-6%	-7%
Large T inhibition	·	6%	5%	10%	-1%	·	7%	1%
Rac1 GTP hydrolysis	4%	4%	12%	-8%	7%	14%	4%	4%
T cell modulator	i	i	i	i	i	i	i	i
T cell modulator vesicle-bound %	16	55	29	42	59	42	55	65

17: COCCCNC(=O)c1c(NC(=O)C2COc3ccccc3O2)sc2c1CCCC2 (centres undefined)
18: CCOC(=O)C1=NNC2C(=O)N(Cc3ccccc3)C(=O)C12 (centres undefined)
19: COc1ccc(Cl)cc1NC(=O)c1cc(C)no1
20: CN(C)c1ccc(-c2noc(-c3ccccc3O)n2)cc1
21: O=C(O)c1cc(=O)[nH]c2c(Cl)cccc12
22: O=C(Oc1ccccc1C(=O)N1CCOCC1)c1cccc(Br)c1
23: O=C(CCN1C(=O)NC2(CCCC2)C1=O)Nc1cccc(S(=O)(=O)N2CCOCC2)c1
24: Cc1nc(-c2ccc(Cl)cc2)sc1C1(C)CC(c2ccccc2)=NO1 (centres undefined)

Screen / compound no.	17	18	19	20	21	22	23	24
NTR1 agonist	1.3	-0.1	-0.4	-1.9	-1.5	-2.5	1.2	2.0
NTR1 agonist cell count 20 µM	72	48	42	68	31	70	55	62
RSV CPE inhibition	2.2%	0.3%	1.5%	1.7%	4.5%	2.4%	-0.4%	1.6%
West Nile virus CPE	-0.1%	0.6%	0.0%	-0.2%	-0.2%	-0.2%	·	-0.9%
K1F lysis inhibition	2.1%	-0.2%	2.3%[50 µM]	0.1%	-0.1%	1.6%	0.6%[50 µM]	0.6%
PhoP inhibition	3%	4%	3%	-4%	0%	-3%	·	·
Dengue-2 NS5 capping	-6%	6%	-4%	-2%	-1%	·	-4%	2%
Large T inhibition	14%	13%	4%	-1%	4%	-1%	·	7%
Rac1 GTP hydrolysis	8%	-2%	13%	8%	4%	5%	4%	9%
T cell modulator	i	i	i	i	i	i	i	·
T cell modulator vesicle-bound %	42	27	29	10	27	45	50	·

25: O=C(Cn1c(=O)[nH]c2ccccc2c1=O)Nc1ccc2c(c1)OCCO2
26: Cc1c(C)n(-c2ccccc2)c2ncnc(NCCN(C)C)c12
27: CCN(CC)c1ccc(/C=C(\C#N)C(=O)NCc2ccco2)cc1
28: CCOC(=O)C(=O)/C(=C\N(C)C)c1onc(-c2ccccc2Cl)c1C(=O)OC
29: CN(C(=O)CSc1nnc(-c2ccco2)n1Cc1ccccc1)C1CCS(=O)(=O)C1 (centres undefined)
30: CC1(C)CC(=O)C(C2C3=C(CC(C)(C)CC3=O)Oc3ccc4ccccc4c32)C(=O)C1 (centres undefined)
31: CSc1cccc(NS(=O)(=O)c2ccc3c(c2)oc(=O)n3C)c1
32: CCOc1ccc(N)cc1OC

Screen / compound no.	25	26	27	28	29	30	31	32
NTR1 agonist	-2.2	-0.5	·	-0.4	-0.4	-1.0	4.7	3.5
NTR1 agonist cell count 20 µM	44	50	·	58	67	27	53	52
RSV CPE inhibition	1.2%	0.4%	0.5%	1.2%	0.7%	3.8%	4.3%	0.0%
West Nile virus CPE	-0.1%	-0.4%	-0.9%	0.1%	·	-1.8%	-0.7%	-0.8%
K1F lysis inhibition	-0.2%	-0.2%[50 µM]	·	-0.1%	1.0%[50 µM]	-1.9%	3.6%	0.0%
PhoP inhibition	-7%	0%	30%	-5%	·	7%	2%	4%
Dengue-2 NS5 capping	-2%	1%	·	-3%	-3%	-6%	-6%	3%
Large T inhibition	27%	9%	10%	7%	·	6%	5%	11%
Rac1 GTP hydrolysis	1%	11%	·	2%	6%	0%	-1%	43µM*
T cell modulator	i	i	i	i	i	i	i	i
T cell modulator vesicle-bound %	2	32	42	16	6	51	64	64

33: COc1ccc(N2CC(C(=O)N[C@@H](C)C(=O)NCCc3ccccc3)CC2=O)cc1 (some centres undefined)
34: c1ccc(Cn2c[n+](Cc3ccccc3)c3ccccc32)cc1
35: CS/C(=N/S(=O)(=O)c1ccc(C)cc1)c1ccccc1
36: O=C(CSc1ncnc2c1nnn2Cc1ccc(F)cc1)NCC1CCCO1 (centres undefined)
37: Cc1ccc(N(C(=O)c2sc(C)nc2C)C(C(=O)NCc2ccco2)c2ccccc2)cc1 (centres undefined)
38: COC(=O)c1ccc(Oc2nc(N(C)C)nc(N3CCOCC3)n2)cc1
39: O=[n+]1c2c(n([O-])c3c1CCCC3)CCCC2
40: COc1ccc2[nH]c(C(=O)Nc3ccccc3Cl)cc2c1

Screen / compound no.	33	34	35	36	37	38	39	40
NTR1 agonist	-0.5	-1.8	2.6	-0.1	-0.3	1.3	-1.8	0.3
NTR1 agonist cell count 20 µM	51	38	61	58	45	65	55	40
RSV CPE inhibition	2.5%	1.6%	-0.8%	2.4%	0.9%	3.5%	-0.1%	·
West Nile virus CPE	-0.3%	2.1%	0.3%	1.0%	-0.1%	0.3%	0.5%	0.0%
K1F lysis inhibition	1.8%	-0.2%	-0.6%	1.7%[50 µM]	-0.8%[50 µM]	0.1%	-0.8%	·
PhoP inhibition	-11%	7%	-28%	2%	-8%	-1%	6%	-2%
Dengue-2 NS5 capping	-1%	-8%	2%	3%	0%	-4%	-6%	·
Large T inhibition	11%	-5%	4%	8%	19%	8%	6%	7%
Rac1 GTP hydrolysis	12%	-11%	-9%	3%	4%	13%	7%	·
T cell modulator	i	i	i	i	i	i	i	i
T cell modulator vesicle-bound %	38	27	45	68	25	41	34	44

41: COc1ccc(C)cc1NC(=O)CCNS(=O)(=O)c1ccc2c(c1)CCC(=O)N2
42: O=C(CSCc1ccccc1)N1CCN(C(=O)c2ccco2)CC1
43: O[C@@H]1CN(Cc2ccccc2Cl)CC[C@H]1N1CCOCC1
44: NS(=O)(=O)c1ccc(CCNC(=O)c2ccco2)cc1
45: COc1ccc(NC(=O)C2CCC(CNS(=O)(=O)c3cccs3)CC2)cc1OC (centres undefined)
46: CCC(Cc1ccccc1)NC(=O)Cn1cccc1C(=O)c1ccccc1 (centres undefined)
47: Cc1ccc(C)c(S(=O)(=O)NCC(c2ccco2)N2CCc3ccccc3C2)c1 (centres undefined)

Screen / compound no.	41	42	43	44	45	46	47
NTR1 agonist	0.1	0.5	0.3	0.3	-1.6	-0.8	7.3
NTR1 agonist cell count 20 µM	59	54	59	68	100	62	52
RSV CPE inhibition	1.2%	1.8%	-1.2%	1.4%	-1.6%	5.3%	12%
West Nile virus CPE	-0.3%	-0.7%	-0.5%	0.5%	0.8%	0.0%	·
K1F lysis inhibition	0.4%	0.1%	0.5%	0.2%	0.1%	0.0%	0.1%[50 µM]
PhoP inhibition	-3%	-13%	4%	4%	5%	-5%	1%
Dengue-2 NS5 capping	-3%	-3%	-2%	-6%	-6%	-7%	-6%
Large T inhibition	11%	5%	1%	-2%	6%	12%	4%
Rac1 GTP hydrolysis	-5%	7%	5%	2%	5%	-9%	11%
T cell modulator	i	i	i	i	i	i	i
T cell modulator vesicle-bound %	32	22	66	6	28	11	33
